Assay outcomes as filed in PubChem BioAssay.
RECQ1 inh = inhibitors of human RECQ1 DNA helicase; P46063; RECQ1 DNA unwinding, red fluorescence kinetic read; Potency, µM (top dose mostly 57.3 µM), for inactives: at the highest dose activity, negative = inhibition, actives largely listed as inhibitors; 240,000 compounds, 0.54% hits; AID 2549;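 also: plate controls were vehicle for no effect and no enzyme for full effect; nearly all actives have a fitted effect of over 30% in size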
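RECQ1T1 50 nM; forked duplex (20 bp + 30-nt ss tails) 200 nM, ATP 2 mM final; pH 8.0, 2 mM MgCl2, 2.5 ug/ml poly(dI-dC); 15 min compound preincubation; discontinuous kinetic read over 2 h at RT.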
TexasRed fluor = counter-screen for TRb-SRC2 inhibitors: fluorescence interference; Potency, µM (titrated, usually from 106 µM), inactives show at the highest dose fluorescence change, negative = quenching; AID 1479; 280,000 compounds, 0.29% hits; TRb/SRC2 Texas Red total fluorescence interference; active = well fitted curve in either direction with a large enough effect; inconclusive = small, poorly fitted or top-dose-only effect; also: % is scaled to controls: 0 for no effect and ±100 for the full control effect
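Human TRb ligand-binding domain at 0.6 uM with 20 nM Texas Red SRC2 peptide in Tris buffer containing 1 uM T3 and 5% DMSO, incubated with compound 5 h at ambient temperature. Total fluorescence (555/632 nm) calculated as parallel + 2 × perpendicular.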
TRb-SRC2 inh = TRbeta-SRC2 interaction inhibition | P10828 | TRbeta-SRC2 peptide binding, fluorescence polarization; receptor liganded with 1 µM T3 | Potency, µM (series often up to 106 µM), for inactives: top-dose activity change, negative = inhibition, actives largely listed as inhibitors | 280,000 compounds, 0.065% hits | AID 1469;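 also: plate controls were bound peptide for no effect and peptide without receptor for full effect; nearly all actives have a fitted effect of over 50% in size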
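Each compound concentration gave % activity, normalized to unbound and bound Texas Red SRC2 controls, from polarization read after 5 hr ambient incubation with T3-loaded human TRb LBD.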
Tau fluor counter = counter-screen for tau fibril formation inhibitors; tau K18 P301L Alexa594 fluorescence, heparin fibrillization; Potency, µM (titrated, usually from 57.7 µM), inactives show at the top dose activity change, negative = decrease; 280,000 compounds, 0.93% hits; AID 1463; also: % is scaled to controls: 0 for no effect and ±100 for the full control effect; nearly all actives have a fitted effect of over 55% in size
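Human K18 P301L tau (15 uM unlabeled plus 0.24 uM Alexa 594-labeled, final) in 100 mM sodium acetate pH 7 was mixed with compound and 20 uM heparin and incubated 6 hr at 37 C.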
L3MBTL1 inh = L3MBTL1 (human) inhibition; AlphaScreen L3MBTL1–H3K9me1 peptide binding; Potency, µM (doses to about 57.1 µM), for inactives: at the highest dose activity, negative = inhibition, usual class: inhibitors; Q9Y468; 230,000 compounds, 0.66% hits; AID 485360; also: % is scaled to controls: 0 for no effect and ±100 for the full control effect; nearly all actives have a fitted effect of over 60% in size
Target sequence (Q9Y468 whole entry, looked up): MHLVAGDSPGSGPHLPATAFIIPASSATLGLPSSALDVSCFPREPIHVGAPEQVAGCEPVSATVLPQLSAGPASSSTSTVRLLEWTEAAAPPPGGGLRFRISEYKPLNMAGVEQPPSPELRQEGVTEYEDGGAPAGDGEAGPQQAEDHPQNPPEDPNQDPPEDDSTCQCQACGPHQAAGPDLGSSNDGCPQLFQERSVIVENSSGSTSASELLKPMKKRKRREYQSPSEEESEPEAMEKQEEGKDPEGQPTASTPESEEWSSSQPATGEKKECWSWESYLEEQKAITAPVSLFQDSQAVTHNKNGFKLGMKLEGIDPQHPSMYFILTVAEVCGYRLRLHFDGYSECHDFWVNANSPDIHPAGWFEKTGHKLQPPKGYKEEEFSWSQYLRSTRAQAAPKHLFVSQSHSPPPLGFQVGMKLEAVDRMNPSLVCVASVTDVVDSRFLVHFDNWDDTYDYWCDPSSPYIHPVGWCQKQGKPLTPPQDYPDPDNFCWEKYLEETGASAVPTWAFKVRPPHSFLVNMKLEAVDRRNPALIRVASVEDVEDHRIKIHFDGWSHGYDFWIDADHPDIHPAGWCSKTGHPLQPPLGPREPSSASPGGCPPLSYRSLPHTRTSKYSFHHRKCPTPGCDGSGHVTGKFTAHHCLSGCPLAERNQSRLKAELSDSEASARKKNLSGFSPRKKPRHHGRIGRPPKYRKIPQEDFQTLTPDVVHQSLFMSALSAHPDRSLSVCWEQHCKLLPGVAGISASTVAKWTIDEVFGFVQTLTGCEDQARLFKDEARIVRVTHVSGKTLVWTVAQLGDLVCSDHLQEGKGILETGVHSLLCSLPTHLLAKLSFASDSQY
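First, the protein-peptide complex forms for 30 min at room temperature (L3MBTL1 50 nM, biotinylated H3K9me1 peptide 75 nM). Next, compounds are pin-transferred and incubated 30 min. Finally, AlphaScreen beads are added and read after 30 min.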
Tau fibril FP = tau fibrillization inhibition (FP) | P10636 | K18 P301L tau heparin fibrillization, Alexa594 FP, 6 h | Potency, µM (series often up to 57.7 µM), for inactives: at the highest dose activity, negative = inhibition, usual class: inhibitors | 280,000 compounds, 0.39% hits | AID 1468; also: % is scaled to controls: 0 for no effect and ±100 for the full control effect; nearly all actives have a fitted effect of over 55% in size
Target sequence (P10636 561-689 P618L limits assumed): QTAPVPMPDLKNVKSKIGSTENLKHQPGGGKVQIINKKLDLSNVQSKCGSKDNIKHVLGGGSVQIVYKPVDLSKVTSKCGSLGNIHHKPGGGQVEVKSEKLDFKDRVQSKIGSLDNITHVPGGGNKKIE
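Steps: dispense K18 P301L tau (15 uM plus 0.24 uM Alexa 594 tracer, final) in pH 7 sodium acetate; add compound; add heparin (20 uM final); incubate 6 hr, 37 C; add ThT (30 uM final); after 1 hr ambient, read FP.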
Tau ThT inhib = tau fibrillization inhibition (ThT binding) | P10636 | recombinant tau K18 P301L (four-repeat tau fragment), heparin-induced fibrillization, ThT fluorescence | Potency, µM (titrated, usually from 57.4 µM), without a hit: at the top dose activity, negative = inhibition, usual class: inhibitors | 270,000 compounds, 2.1% hits; also: % is scaled to controls: 0 for no effect and ±100 for the full control effect; nearly all actives have a fitted effect of over 55% in size
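In this qHTS, human K18 P301L tau is incubated with compound and heparin for 6 hr at 37 C, and Thioflavin T fluorescence then reports fibril load.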
HTT cytoprotect = Huntington cell model cytoprotection by ATP luminescence. PC12 HTT-Q103 induced, cytoprotection, ATP luminescence, 40 h. Potency, µM (series often up to 56.4 µM), for the others: cytoprotection (ATP increase), actives largely listed as activators. 230,000 compounds, 0.14% hits. AID 1471;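 also: % of control where 0% means no effect; nearly all actives have a fitted effect of over 45% in size; toxic huntingtin expression switched on by the ecdysone agonist tebufenozide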
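Rat PC12, Q103 Htt exon1-GFP fusion, ecdysone promoter; tebufenozide inducer 100 nM final; compound titration; qHTS, 1500 cells/well; ATPlite luminescent read.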
The depositor's hits bear a star; i = inactive; ? = inconclusive; . = not tested or not shown; [ ] = another dose, or the depositor's remark. Unless noted, calls follow the shape of the dose curve; as a rule, active = well fitted curve in the direction sought with a large enough effect; inconclusive = small, poorly fitted or top-dose-only effect, or another doubt; inactive = no such curve, though single readings can be large; an effect the other way counts as inactive or inconclusive. Potency is read from the fitted curve at half-maximal effect. An excerpt; rates above refer to the full screens.

The first 2 compounds (preview)
SMILES	RECQ1 inh	TexasRed fluor	TRb-SRC2 inh	Tau fluor counter	L3MBTL1 inh	Tau fibril FP	Tau ThT inhib	HTT cytoprotect
COc1ccccc1N(C)S(=O)(=O)c1ccc(C(=O)OCC(=O)NCC(F)(F)F)cc1	-3%	-8%	0%	-18%	.	-5%	-2%	?
COc1cc(NC(=O)CCc2ccccc2)nc(OC)n1	2%	0%	-8%	0%	.	1%	0%	-2%

Main list (from the top)
SMILES	RECQ1 inh	TexasRed fluor	TRb-SRC2 inh	Tau fluor counter	L3MBTL1 inh	Tau fibril FP	Tau ThT inhib	HTT cytoprotect
COc1ccccc1N(C)S(=O)(=O)c1ccc(C(=O)OCC(=O)NCC(F)(F)F)cc1	-3%	-8%	0%	-18%	.	-5%	-2%	?
COc1cc(NC(=O)CCc2ccccc2)nc(OC)n1	2%	0%	-8%	0%	.	1%	0%	-2%
COc1ccccc1NCC(=O)n1nc(C)cc1C	16%	-4%[53 µM]	8%[53 µM]	-13%	-4%	-4%	-6%	33%[10 µM]
N#Cc1nc(COc2ccc(Br)cc2)oc1N1CCCCCC1	-21%	6%	-1%	-17%	-28%	0%	-16%	-4%
Cc1nc(-c2nc(-c3c(C(=O)NNC(=O)c4ccc(Cl)cc4)noc3C)cs2)cs1	-4%	-4%	4%	-5%	.	4%	.	16%[10 µM]
Clc1ccccc1C1=CC(c2ccco2)n2ncnc2N1 (configuration not stated)	-7%	1%	-1%	-8%	-7%	-1%	-17%	16%[10 µM]
CC(C)C(=O)Nc1ccc(NC(=O)c2ccc([N+](=O)[O-])cc2Cl)cc1	10%	1%	-1%	-7%	2%	4%	?	2%[10 µM]
Cc1ccc(/C=C/C(=O)O)cc1S(=O)(=O)N1CCCc2ccccc21	-14%	-1%	1%	-10%	3%	3%	-9%	26%[10 µM]
CCn1c(CN2CCOCC2)nc2cc(NC(=O)c3ccc([N+](=O)[O-])cc3)ccc21	.	?	-7%	-3%	.	-2%	-9%	.
C=Cc1ccc(CSc2cc(C)nc3nc(C)nn23)cc1	-22%	-1%	9%	-3%	3%	2%	-6%	10%[10 µM]
CC1C(c2ccccc2)=NNc2nc3c(c(=O)n(C)c(=O)n3C)n21 (configuration not stated)	-9%	-2%	-2%	0%	.	0%	-6%	-3%[10 µM]
N#C/C(=C\c1ccc(OCC(N)=O)cc1)S(=O)(=O)c1ccccc1	i	-9%	-2%	3%	2%	-2%	3%	.
COc1ccc2nc(-c3ccc(Cl)cc3)cc(C(=O)O)c2c1	0%	-7%	-6%	-9%	0%	8%	8%	3%[10 µM]
COc1ccc(Nc2nc(-c3ccccc3)c3ccccc3n2)cc1	-17%	-4%	-1%	?	-12%	?	?	6%[10 µM]
Cc1cc(F)ccc1NC(=O)c1ccc2nc(Cc3ccccc3)oc2c1	.	1%	6%	-9%	.	-8%	-8%	.
O=C(CNC(=O)c1ccccc1)N/N=C/c1cccs1	0%	0%	-10%	3%	-1%	-4%	-3%	-28%
COc1ccc(NC(=O)Nc2ccccn2)cc1OC	-15%	-4%	13%	-12%	11%	4%	-18%	-1%[10 µM]
Cc1cccc(N2CCN(C(c3cccs3)c3nnnn3C(C)(C)C)CC2)c1C (configuration not stated)	i	2%	-14%	-8%	5%	8%	-12%	11%[10 µM]
O=C(CSc1nc2c([nH]c3ccccc32)c(=O)n1-c1cccc(Cl)c1)N1CCCC1	.	0%	8%	0%	.	1%	1%	.
O=S(=O)(Cc1cnc(Cl)s1)c1ccccc1	-4%	0%	-2%	-3%	12%	-1%	-11%	-5%[10 µM]
O=C1CC(N2CCCc3ccccc32)C(=O)N1c1ccccc1Cl (configuration not stated)	-7%	-4%	-7%	-16%	-4%	-5%	-16%	-1%[10 µM]
CCCN(CCC)CCCNC(=O)C(NS(=O)(=O)c1ccc2c(c1)CCC(=O)N2)c1ccccc1 (configuration not stated)	i	4%	-5%	-3%	.	-7%	-1%	-27%
NC(=O)C1CCN(C(=O)c2cnn(-c3ccccc3)c2NC(=O)c2ccco2)CC1	-10%	-2%	-2%	4%	-2%	1%	0%	11%
COC(=O)c1cccc(NC(=S)N2CCN(c3ccccc3F)CC2)c1	i	-3%	2%	-29%	-1%	-8%	-14%	1%[10 µM]
O=C(CSc1nnc(COc2ccc(Cl)cc2)o1)N1CCN(c2ccccc2)CC1	1%	0%	0%	-6%	8%	-3%	-19%	7%[10 µM]

Quoted from the listing:
In TexasRed fluor, C=Cc1ccc(CSc2cc(C)nc3nc(C)nn23)cc1 shows -1%
In TRb-SRC2 inh, Cc1nc(-c2nc(-c3c(C(=O)NNC(=O)c4ccc(Cl)cc4)noc3C)cs2)cs1 shows 4%
In HTT cytoprotect, N#Cc1nc(COc2ccc(Br)cc2)oc1N1CCCCCC1 shows -4%
In Tau fluor counter, N#C/C(=C\c1ccc(OCC(N)=O)cc1)S(=O)(=O)c1ccccc1 shows 3%
In Tau fluor counter, NC(=O)C1CCN(C(=O)c2cnn(-c3ccccc3)c2NC(=O)c2ccco2)CC1 shows 4%

Following part.
SMILES	RECQ1 inh	TexasRed fluor	TRb-SRC2 inh	Tau fluor counter	L3MBTL1 inh	Tau fibril FP	Tau ThT inhib	HTT cytoprotect
CCOC(=O)C1=C(C)NC2=C(C(=O)CC(C)(C)C2)C1c1coc2ccccc2c1=O (configuration not stated)	-1%	-4%	-2%	-3%	12%	7%	-6%	3%[10 µM]
CC(C)CCn1c(C(C)O)nc2ccccc21 (configuration not stated)	-14%	-4%	-8%	-4%	.	1%	2%	7%
Fc1ccc(-c2nnsc2Sc2ccccn2)cc1	-6%	-3%	11%	12%	14%	7%	6%	-55%[inhibitor]
CCCCC(=O)Nc1ccc(NC(=O)CCCC)nc1	-10%	-2%	8%	-2%	.	-2%	-1%	-6%[10 µM]
Cc1ccc2onc(CNC(=O)N3CCN(c4cc(Cl)ccc4C)CC3)c2c1	.	-1%	-7%	-17%	.	-2%	-13%	.
O=C(Nc1ncc(Cc2ccccc2)s1)c1cccs1	-14%	1%	-6%	?	-5%	?	-12%	-36%
CN1CCN(C(=O)/C=C/c2ccc([N+](=O)[O-])cc2)CC1	-7%	-3%	-4%	7%	5%	1%	-4%	8%[0.074 µM]
CC(=C/c1ccco1)/C=N/N1CCN(c2ccccc2)CC1	-13%	-1%	-7%	-29%	-25%	1%	14µM*	-23%
O=C1NCCCC1C(=O)Nc1cccc(C(F)(F)F)c1 (configuration not stated)	-5%	-3%	-3%	-6%	3%	-1%	-5%	8%
Cc1cccc(OCc2nnc(SCC(=O)c3cccs3)n2C)c1C	-1%	2%	-15%	-7%	-4%	-2%	?	-10%
Cc1ccc(S(=O)(=O)N(Cc2ccccc2)c2ccccc2C(=O)Nc2ccccc2C(=O)NCc2ccco2)cc1	1%	-1%	-5%	-27%	-9%	?	-5%	-40%[10 µM]
CCn1c(SCC(=O)NC(=O)NCc2ccco2)nc2sc(C)c(C)c2c1=O	21%	2%	-15%	-10%	.	?	?	-30%
COc1ccc(CNC(=O)CSCc2nc(-c3ccccc3C)oc2C)cc1	.	0%	0%	-6%	.	6%	-14%	.
Cc1cccc(NC(=O)CSCc2c(C)noc2C)c1C	-3%	-2%	-13%	4%	4%	8%	-1%	10%
CCOC(=O)N1CCN(Cc2nc(N)nc(Nc3ccc(OC)cc3)n2)CC1	0%	-2%	4%	-7%	.	0%	-17%	-18%
CCCN(CC(=O)Nc1ccccc1C)C(=O)c1cc(=O)[nH]c2ccccc12	2%	-1%	-3%	-8%	.	-1%	-11%	6%
Cc1cccc(N(CC(=O)NC2CCCC2)C(=O)c2nsc(Cl)c2Cl)c1C	-2%	-1%	-1%	-8%	8%	3%	-11%	-14%[10 µM]
COc1cccc([C@@H]2Oc3ccc(Br)cc3C(=O)[C@H]2OC(=O)NS(=O)(=O)c2ccc(F)cc2)c1	-17%	-3%	13%	-10%	.	-9%	-11%	.
C/C(NC(=O)c1ccccc1)=C1/C(=O)CC2C1C2(C)C (configuration not stated)	0%	2%	1%	-9%	7%	1%	-11%	-21%
CCOc1cccc(C2c3[nH]c4ccccc4c3CCN2C(=O)Cc2cccc(OCC)c2OCC)c1 (configuration not stated)	.	0%	-3%	-15%	.	3%	-10%	.
CCOc1ccc(-n2c(=O)c3c4c(sc3n(CC(=O)Nc3cccc(C(F)(F)F)c3)c2=O)CCCCC4)cc1	.	4%	4%	-13%	.	?	-2%	.
Fc1ccc(Nc2nc(N3CCOCC3)c3ccccc3n2)cc1	i	-1%	-1%	-28%	10%	-9%	-16%	3%
CCOC(=O)C1=C(O)c2ccccc2C(=O)/C1=C\c1ccc(C)cc1	i	-4%	-1%	-16%	-16%	?	14µM*	-6%[10 µM]
COc1ccccc1CC(NC(C)=O)C(=O)NC1CCN(c2nnnn2-c2ccccc2)CC1 (configuration not stated)	-3%	-4%	1%	6%	5%	1%	7%	-2%[10 µM]
CSc1nc2sc3c(c2c(=O)[nH]1)CCc1ccccc1-3	0%	-3%	-9%	-11%	9%	-12%	-18%	-14%[10 µM]
Additional entries:
SMILES	RECQ1 inh	TexasRed fluor	TRb-SRC2 inh	Tau fluor counter	L3MBTL1 inh	Tau fibril FP	Tau ThT inhib	HTT cytoprotect
CCCCCC1NC(=O)NC1CCCCCC(=O)O (configuration not stated)	-16%	-1%	-7%	-1%	-2%[11.4 µM]	8%	-7%	-4%
O=C(COc1ccccc1Cl)Nc1ccc(Cl)cn1	i	-1%	-10%	-9%	11%	-3%	-13%	11%
O=C(c1cnn2c(C(F)F)cc(C3CC3)nc12)N1CCOCC1	-2%	-3%	-2%	1%	-1%	0%	-5%	-4%[0.074 µM]
COc1ccc(NC(=O)c2ccc(S(=O)(=O)N3CCCCCC3)cc2)c(OC)c1	-5%	0%	3%	-18%	.	3%	.	0%[10 µM]
CCn1cc(C(=O)NCCc2ccc(C)cc2)c(=O)c2cc(S(=O)(=O)N3CCc4ccccc4C3)ccc21	.	0%	3%	-18%	.	-7%	-2%	.
CC(=O)N1CCCc2cc(S(=O)(=O)N3CCC(C(=O)Nc4c(C)cccc4C)CC3)ccc21	.	-4%	5%	10%	.	1%	8%	.
